Bioassay records deposited in PubChem BioAssay by The Scripps Research Institute Molecular Screening Center.
ARFGAP1 inhibitor: rat ARFGAP1 inhibition; Q62848; Arfgap1-stimulated ARF1 GTP hydrolysis, GDP FP detection; inhibition, % at 16.5 µM; actives 0.26% (n = 360,000); AID 651572;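 active means inhibition above a per-plate limit, mean inhibition of low control wells plus 3 SD, cut at about 25% in these data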;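 further: 0% = DMSO wells with enzyme and 100% = wells lacking Arfgap1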
Target sequence (Q62848 1-136 limits assumed): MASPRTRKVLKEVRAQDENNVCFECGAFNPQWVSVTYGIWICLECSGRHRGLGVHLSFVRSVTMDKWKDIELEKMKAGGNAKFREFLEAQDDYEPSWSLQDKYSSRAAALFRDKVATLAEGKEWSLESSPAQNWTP
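material = rat Arfgap1 catalytic domain, aa 1-136 | also added = human ARF1(Δ1-17)-GTP substrate | compound dosing = one concentration, 16.5 µM, DMSO 1.26% | times = GTP hydrolysis reaction 2 h at 25 °C | measured by = FP, GDP Alexa 633 tracer displaced from anti-GDP antibody, 620/688 nm | evaluation = percent inhibition of Arfgap1-stimulated GTP hydrolysis | replication = single well per compound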
UHRF1 binding: UHRF1 methyl-DNA binding inhibition | actives 0.75% (n = 370,000) | UHRF1 binding to methylated oligo, TR-FRET | AID 687016 | inhibition, % at 4.4 µM; in the data active means inhibition above about 21%;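 further: UHRF1 SRA domain binding a hemimethylated CpG hairpin DNA probe; 0% = median of test compound wells and 100% = reference inhibitor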
ASAP1 inh: blocks human ASAP1-stimulated Arf1 GTP hydrolysis; Q9ULH1; GDP FP detection; inhibition, % at 16.5 µM; actives 0.19% (n = 360,000); AID 624377; in the data active means inhibition above about 25%;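 further: 0% = vehicle with enzyme and substrate and 100% = no enzyme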
Target sequence (Q9ULH1 325-724 limits assumed): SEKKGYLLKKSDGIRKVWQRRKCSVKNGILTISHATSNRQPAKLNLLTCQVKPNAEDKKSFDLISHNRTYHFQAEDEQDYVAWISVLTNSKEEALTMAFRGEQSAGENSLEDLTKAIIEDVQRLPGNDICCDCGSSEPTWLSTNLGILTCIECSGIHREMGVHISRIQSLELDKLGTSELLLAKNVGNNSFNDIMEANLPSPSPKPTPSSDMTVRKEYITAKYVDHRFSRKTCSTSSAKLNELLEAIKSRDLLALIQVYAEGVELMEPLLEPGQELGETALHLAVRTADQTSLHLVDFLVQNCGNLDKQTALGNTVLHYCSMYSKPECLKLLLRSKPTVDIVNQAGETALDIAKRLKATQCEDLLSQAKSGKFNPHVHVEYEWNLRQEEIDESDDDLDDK
DDE Tn6 FP inh: DD(E)-Tn6 binding inhibition, primary FP screen | inhibition, % at 8.3 µM | P02675 | AID 720509 | Fibrin DD(E) TRITC-Tn6 fluorescence polarization displacement | actives 0.21% (n = 370,000);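 active means inhibition above a per-campaign cutoff: mean of compounds within control limits plus 3 SD, cut at about 15% in these data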;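 further: 0% = median of all compound wells on the plate and 100% = blocking peptide control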
MBD2 DNA inh: blocks human MBD2 binding to methylated DNA; inhibition, % at 4.4 µM; Q9UBB5; TR-FRET, MBD2 binding to methylated oligonucleotide; actives 0.31% (n = 370,000); AID 686964; in the data active means inhibition above about 13%
Target sequence (Q9UBB5 whole entry, looked up): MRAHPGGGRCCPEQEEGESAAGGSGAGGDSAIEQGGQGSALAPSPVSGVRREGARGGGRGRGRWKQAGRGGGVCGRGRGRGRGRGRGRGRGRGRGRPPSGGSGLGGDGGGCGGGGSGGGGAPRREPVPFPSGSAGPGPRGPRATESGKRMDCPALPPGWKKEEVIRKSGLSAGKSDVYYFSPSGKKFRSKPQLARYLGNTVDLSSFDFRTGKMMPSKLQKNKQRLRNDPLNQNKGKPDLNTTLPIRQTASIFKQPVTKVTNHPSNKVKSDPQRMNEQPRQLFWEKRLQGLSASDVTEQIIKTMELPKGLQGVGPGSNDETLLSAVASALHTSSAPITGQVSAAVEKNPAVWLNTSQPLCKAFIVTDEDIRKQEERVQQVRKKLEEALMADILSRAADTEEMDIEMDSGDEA
PLC-beta3 inh: PLC-beta3 (human) inhibition, primary screen; actives 0.18% (n = 370,000); Q01970; inhibition, % at 12.2 µM; Purified PLC-beta3, fluorogenic substrate, fluorescence; in the data active means inhibition above about 11%;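 further: 0% = median of compound wells on plate and 100% = full blocker control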
proKLK7 act: proKLK7 (human) activation, primary screen; P49862; purified proKLK7, EDANS-DABCYL substrate fluorescence; 100% is mature enzyme control, 0% vehicle; activation, % at 7 µM; actives 0.9% (n = 370,000);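 active means activation above the mean of all tested compounds plus 3 SD, computed per campaign excluding outliers beyond control limits, cut at about 13% in these data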
ADAM17 inh: ADAM17 inhibition, QFRET primary screen | recombinant ADAM17, EDANS/DABCYL FRET peptide cleavage | inhibition, % at 6.95 µM | actives 0.83% (n = 370,000) | AID 720648;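 active means inhibition above the mean of compounds lying between control limits plus 3 SD, set per campaign, cut at about 8.5% in these data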;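 further: 0% = DMSO-only wells as the low control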
DDE Tn7 FP inh: inhibitors of Tn7 peptide binding to human fibrin DD(E); P02675; FP displacement of FITC-Tn7 peptide from fibrin DD(E); 0% = median of compound wells per plate; inhibition, % at 8.3 µM; actives 0.13% (n = 370,000); AID 720508;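 active means inhibition above the mean of compounds falling within the control limits plus 3 SD of them, cut at about 14% in these data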;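 further: 0% = plate median of compound wells and 100% = 10 µM Aha-Tn7 peptide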
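Measure: % inhibition scaled between sample-field median and high-control FP; Test system: human fibrin DD(E); Quantity: 2 µM final DD(E) protein; Doses: one dose, 8.3 µM nominal; Schedule: compound with protein 10 min, then 3 h after probe, room temperature; Detection: fluorescence polarization; Medium: Tris buffer with calcium and detergent, pH 7.8.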
PLCg1 inh: PLC-gamma1 (human) inhibition, primary screen; AID 720700; P19174; actives 0.84% (n = 370,000); purified PLC-gamma1, fluorogenic substrate, fluorescence; inhibition, % at 12.2 µM; in the data active means inhibition above about 9.5%
Numbers without * were called inactive.

SMILES	ARFGAP1 inhibitor	UHRF1 binding	ASAP1 inh	DDE Tn6 FP inh	MBD2 DNA inh	PLC-beta3 inh	proKLK7 act	ADAM17 inh	DDE Tn7 FP inh	PLCg1 inh
COc1ccc(CCN2C(=O)C3C4CC(C5C(C(=O)N/N=C\c6ccc(Cl)cc6)=NOC45)C3C2=O)cc1OC (stereo unspecified)	-10	1	-9	9	1	-2	-0.3	-1	-5	0
CC(C)(C)C(=O)NC1CCN(C(=O)N2CCCC2)CC1	-9	4	-3	2	4	1	-0.5	-4	3	1
O=C(NN=C1c2ccccc2-c2ccccc21)c1ccccc1Br	-6	1	6	-4	0	-15	1.4	1	-6	-10
Cn1c(SCC(=O)Nc2ccc3cn[nH]c3c2)nnc1-c1cnccn1	2	1	2	-5	-6	-6	0.2	-1	8	-6
Fc1cccc(F)c1/C=N/N1CCOCC1	0	0	14	0	0	0	-0.1	-7	0	1
CCC1CCCCN1S(=O)(=O)c1ccc(NC(=O)c2cccnc2)cc1 (stereo unspecified)	-1	-1	2	-9	2	-2	-0.8	0	4	0
COc1ccccc1N(CC(O)CN(c1ccccc1)S(C)(=O)=O)S(=O)(=O)c1ccccc1 (stereo unspecified)	6	1	-6	4	2	1	0.5	1	-6	3
COc1ccc(S(=O)(=O)N(C)C2(C)CCS(=O)(=O)C2)cc1OC (stereo unspecified)	-7	-1	-9	-5	1	-1	0.0	-5	-1	-3
CCCNC(=O)C1(C)CCCN(Cc2c3ccccc3nn2C)C1 (stereo unspecified)	-3	-1	3	6	-9	7	0.1	4	3	3
COc1ccc(CCN(C)C(=O)Cc2ccc(-c3ccccc3)cc2)cc1OC	4	0	-16	-3	0	-13	0.4	1	-5	-6
O=C(C1CC(=O)N(c2ccccc2)C1)N1CCN(c2ccc(F)cc2)CC1 (stereo unspecified)	9	1	0	-9	-1	-6	-0.3	-3	-8	2
CC1CCCN(CCCNS(=O)(=O)c2cc(Br)cc3c2N(C(=O)C2CC2)CC3)C1 (stereo unspecified)	-14	0	-5	-2	1	-5	-0.5	1	-3	0
O=C1c2ccccc2C(=O)N1CCCc1nc(-c2ccc(Cl)cc2)no1	-9	1	-2	10	4	-1	-0.7	-2	3	1
COc1ccc(NC(=O)Nc2ccc3c(c2)N(C)C(=O)CS3)cc1OC	-2	0	5	-4	-1	1	0.3	-3	-3	-2
COc1ccccc1Cc1c(-c2ccc(C)cc2)nc2c(C)cc(Br)cn12	-7	2	-3	5	0	-8	-0.6	7	-5	-1
CNC(=S)NNc1nc(C)cc(C)n1	-1	2	-2	0	6	-7	0.3	-7	2	2
COc1ccc(/C=C/C(=O)N(C)C2(C)CCS(=O)(=O)C2)cc1 (stereo unspecified)	-5	1	1	5	-4	-9	-0.1	5	-3	3
Cc1ccc(C(C(=O)NC(C)(C)C)N(CC2CCCO2)C(=O)CCC(=O)Nc2ccccn2)cc1 (stereo unspecified)	-13	-1	-15	7	1	-3	0.5	0	5	2
Cc1noc(C)c1COc1ccccc1C(=O)Nc1ccc(C(N)=O)cc1	-3	1	-12	-4	-5	-2	-0.1	-2	5	2
C/C(CC(=O)Nc1c(Cl)cccc1C(F)(F)F)=N\NC(=O)c1cnccn1	-3	5	12	2	7	-7	-0.1	-2	3	-3

Four compounds out of the list, arranged by molecular weight, high to low:
SMILES	ARFGAP1 inhibitor	UHRF1 binding	ASAP1 inh	DDE Tn6 FP inh	MBD2 DNA inh	PLC-beta3 inh	proKLK7 act	ADAM17 inh	DDE Tn7 FP inh	PLCg1 inh
COc1ccccc1N(CC(O)CN(c1ccccc1)S(C)(=O)=O)S(=O)(=O)c1ccccc1 (stereo unspecified)	6	1	-6	4	2	1	0.5	1	-6	3
COc1ccccc1Cc1c(-c2ccc(C)cc2)nc2c(C)cc(Br)cn12	-7	2	-3	5	0	-8	-0.6	7	-5	-1
O=C(C1CC(=O)N(c2ccccc2)C1)N1CCN(c2ccc(F)cc2)CC1 (stereo unspecified)	9	1	0	-9	-1	-6	-0.3	-3	-8	2
Fc1cccc(F)c1/C=N/N1CCOCC1	0	0	14	0	0	0	-0.1	-7	0	1

New compounds follow.
SMILES	ARFGAP1 inhibitor	UHRF1 binding	ASAP1 inh	DDE Tn6 FP inh	MBD2 DNA inh	PLC-beta3 inh	proKLK7 act	ADAM17 inh	DDE Tn7 FP inh	PLCg1 inh
CC(=O)N1CCc2c(sc(NC(=O)CN3C(=O)CCC3=O)c2C(N)=O)C1	5	0	-7	-7	-2	-22	1.2	-42	1	-18
COc1ccc(S(=O)(=O)N(CC(=O)N/N=C/c2ccc(C(=O)O)cc2)Cc2ccccc2)cc1OC	-9	3	6	-5	1	-3	-0.1	-2	4	1
CCN1C(=O)[C@H]2[C@@H](c3ccc(-c4ccc(C(C)=O)cc4)c(OC)c3)N3CCCC[C@@]3(C(=O)OC)[C@H]2C1=O	2	-1	-6	-3	-1	-25	0.0	-1	2	-17
O=C(NC1(C(F)(F)F)NC(=O)N(C2CCCCC2)C1=O)C1CC1 (stereo unspecified)	13	0	-3	5	-3	5	0.3	0	-9	3
O=C1c2cccc3cccc(c23)C(=O)N1CC1CCN(CC(O)COCc2ccc3c(c2)OCO3)CC1 (stereo unspecified)	1	-1	11	-1	-4	-5	0.2	-52	-10	-3
N/C(=N\OC(=O)COc1ccc([N+](=O)[O-])cc1)c1ccncc1	1	1	3	2	3	0	-0.5	-3	-2	1
O=C(NNC(=O)C1CC1c1ccccc1)c1ccccc1F (stereo unspecified)	2	-1	1	6	3	-5	-0.3	-3	-6	1
O=C1[C@@H]2[C@H]3CC[C@H](C3)[C@@H]2C(=O)N1O	-12	-2	-3	8	3	-6	0.6	-2	4	2
CSCCC(N=C(NS(=O)(=O)c1ccc(Br)cc1)c1ccccc1)C(=O)O (stereo unspecified)	1	0	-8	0	2	-1	-0.9	-2	1	3
COc1cc(NC(=O)COc2ccc(-n3cnnn3)cc2)c(OC)cc1Cl	16	-3	14	4	-3	1	0.5	-1	-2	2
Cc1cccc(C(=O)NCC2CCCO2)c1 (stereo unspecified)	6	0	-4	1	-4	-2	0.3	-4	11	6
CCOC(=O)C1CCCN(S(=O)(=O)c2cc(Br)cc3c2N(C(=O)CC)CC3)C1 (stereo unspecified)	-2	0	2	0	4	-8	0.2	-3	0	1
CC(C)(C)OC(=O)N1Cc2[nH]c3ccccc3c2C[C@@H]1C(=O)O	1	1	-9	-3	-1	-48	3.4	-11	-1	-48
O=C(O)c1cccc(N2C(=O)C3CC=CCC3C2=O)c1 (stereo unspecified)	14	4	-9	7	4	3	0.3	-3	0	-1
CCOc1cc(C(=O)NC(=S)Nn2cnnc2)cc(OCC)c1OCC	3	-3	9	-1	-2	2	0.1	-2	5	-3
COc1ccc(S(=O)(=O)NCC(=O)N(CC(=O)NCc2ccco2)Cc2ccc(F)cc2)cc1	-3	-3	6	0	-4	-2	0.7	1	11	-3
O=C(CSc1ccc(-c2ccccn2)nn1)Nc1ccccc1	-2	-3	-2	2	2	-3	0.0	2	-1	-1
CCOC(=O)c1cc(NC(=O)c2ccc(C)cc2)c(=O)oc1-c1ccccc1	-1	0	4	10	1	1	-0.4	-2	6	0
Cn1c(C(=O)NC2CCCC2)cc2c(=O)n(C)c3ccccc3c21	9	0	-8	1	3	-1	0.8	-8	-2	-3
Cc1ccc(Cl)cc1N1CCN(C(c2cccnc2)c2nnnn2C2CCCCC2)CC1 (stereo unspecified)	1	-1	1	4	2	2	0.6	1	-8	4
CC(=O)c1cccc(NC(=O)C2CCCN2S(=O)(=O)c2cccs2)c1 (stereo unspecified)	-4	3	-4	-1	5	0	-0.3	-4	0	0
Cc1n[nH]c(C)c1CCN(C)C(=O)C1CCC(=O)N(CC2CCCCC2)C1 (stereo unspecified)	4	0	-10	2	3	-6	-0.2	-5	-2	-2
CN(Cc1ccccc1)C(=O)c1c[nH]c2ccc(S(=O)(=O)N3CCOCC3)cc2c1=O	13	8	-3	1	4	-29	-50	-99	-2	-17
CCc1nn(CC(=O)Nc2ccc(Br)c(C)c2)c(=N)s1	3	-1	4	-1	0	-1	0.1	0	1	4
COc1cccc(NC(=O)CSCC(=O)Nc2ccccc2)c1	-5	1	-16	-1	-4	1	0.2	-3	6	-1
Cc1nc(C(=O)NCCC(C)C)sc1C1(C)CC(c2cccc([N+](=O)[O-])c2)=NO1 (stereo unspecified)	6	2	-3	6	2	-3	0.1	5	-3	-1
O=C(Nc1ccc(F)c(Cl)c1)c1ccc2sc([C@@H]3O[C@H](CO)[C@H](O)[C@H](O)[C@H]3O)nc2c1	-2	-3	-8	3	-7	2	-0.2	-2	8	1
CC(Cn1cncn1)NC(=O)c1cc(COc2cccc(C(F)(F)F)c2)on1 (stereo unspecified)	-6	1	-1	-2	-2	-6	-0.3	0	5	-1
CC(=O)N1CC=CC1(CC(C)C)C(=O)NCCc1c[nH]c2ccccc12 (stereo unspecified)	-2	-1	0	2	1	-1	0.7	0	0	-3
COc1cc(NC(=O)CN(c2ccc(C)cc2)S(=O)(=O)c2c(C)n[nH]c2C)cc(OC)c1	-1	5	-4	2	-2	4	0.6	1	2	1
Cc1ccc2nc(-c3ccccc3)c(CC3CCCCC3)n2c1	3	15	-17	6	-3	-23	0.3	-6	0	-19
Cc1c(NC(=O)c2ccc(-c3cccc([N+](=O)[O-])c3)o2)c(=O)n(-c2ccccc2)n1C	10	-2	-3	-4	-6	0	-0.1	-5	1	1
COc1ccc(/C=N/c2c(-c3ccco3)nc3ccccn23)cc1OC	-6	-3	17	-5	-3	-165	-19	-27	15*	-116
O=C(COC(=O)c1ccc(Cl)nc1)NCCNC(=O)COC(=O)c1ccc(Cl)nc1	1	-1	7	-2	-4	-9	-0.5	-4	11	-3
COc1ccc(CN(C)C(=O)COC(=O)c2c(-c3ccccc3Cl)noc2C)cc1	4	-2	-3	-8	0	-6	0.1	1	-11	1
CC(C)CC(=O)Nc1ccc(C(=O)COC(=O)C2CCC2)cc1	8	-2	-10	3	2	-2	-0.8	-1	11	0
O=C(COC(=O)c1ccc(Cl)nc1)NCc1ccc(F)cc1	0	3	10	-1	-2	-12	-0.2	4	2	-3
CC1(C)Cc2c(sc3nc(N/N=C/c4ccccc4)[nH]c(=O)c23)CO1	7	0	-2	0	-2	-15	-0.2	-4	2	-13
CCOC(=O)c1c(NC(=O)CCN2C(=O)c3cccc([N+](=O)[O-])c3C2=O)sc(C(=O)OC(C)C)c1C	15	1	7	2	-2	4	-0.4	3	-7	8
Cc1cccc2cc(C#N)c(NCCNC(=O)COc3ccccc3)nc12	1	0	16	3	2	-31	-3.7	-20	4	-15
Nn1c(SCC(=O)Nc2ccc3c(c2)OCCO3)nnc1-c1ccccn1	2	1	-1	-2	0	2	-0.3	0	5	-1
CCOC(=O)c1sc(=NC(=O)c2ccc(Br)cc2)n(C)c1C	11	-1	-4	6	-3	-8	0.5	-1	-2	-2
O=C(Nc1ncc(S(=O)(=O)c2ccc([N+](=O)[O-])cc2)s1)c1ccccc1F	-14	-4	0	8	2	3	-0.3	-3	1	4
